Screens from PubChem BioAssay.
C diff HTS: C. difficile growth inhibition. growth activity, negative = inhibition, % at 16 µg/mL (by protocol). 86,000 compounds, 0.25% hits. Clostridium difficile clinical isolate growth, OD600, 24 h; hits give low values;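 active = mean growth activity at or below -80% and every replicate also at or below -80%; inconclusive = mean at or below -80% but some replicate above -80%; inactive = mean growth activity above -80%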;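 note: 0% = DMSO wells and -100% = levofloxacin 16 µg/mL wells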
KDM4C inh: blocks human GASC-1 (KDM4C) demethylase activity | 96,000 compounds, 0.15% hits | GST-KDM4C 2-372, H3K9me3 peptide, LANCE TR-FRET | Q9H3R0 | AID 720574 | inhibition, % at 12.5 µM;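 active = mean replicate inhibition above about 25%, with at least 55% of replicates also reaching it, limit read from the data, passing the limit was not always enough; inconclusive = only one of those two conditions met; inactive = neither condition met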
Target sequence (Q9H3R0 2-372 limits assumed): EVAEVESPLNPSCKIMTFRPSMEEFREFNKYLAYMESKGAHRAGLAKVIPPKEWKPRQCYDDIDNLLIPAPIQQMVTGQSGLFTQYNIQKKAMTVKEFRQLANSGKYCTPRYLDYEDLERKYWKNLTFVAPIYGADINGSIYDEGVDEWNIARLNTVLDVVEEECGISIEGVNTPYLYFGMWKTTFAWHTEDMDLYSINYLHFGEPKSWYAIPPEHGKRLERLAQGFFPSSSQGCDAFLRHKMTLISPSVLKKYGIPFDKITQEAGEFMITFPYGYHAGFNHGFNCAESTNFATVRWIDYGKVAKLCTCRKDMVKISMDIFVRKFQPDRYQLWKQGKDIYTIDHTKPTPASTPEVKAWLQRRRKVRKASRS
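Test system – GST-tagged GASC-1 (JMJD2C) catalytic fragment, aa 2-372 · Medium – HEPES buffer, pH 7.5, plus ascorbate · Reagent – H3K9me3 peptide with Fe(II)/2OG · Compound – one test concentration per compound · Timing – 30 min reaction, 60 min detection, RT · Technique – TR-FRET with Eu antibody and ULight streptavidin, EDTA stop · Read-out basis – inhibition from TR-FRET ratio decrease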
Tcruzi prolif: T. cruzi proliferation inhibition; T. cruzi beta-gal in NIH3T3, GalScreen luminescence, 90 h; inhibition, % at 8.34 µM; 77,000 compounds, 5.9% hits; AID 624255;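 active = mean inhibition above about 93%, with at least 55% of replicates each passing it, limit read from the data, passing the limit was not always enough; inconclusive = only one of those two conditions holds; inactive = neither condition holds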
Pf Dd2 inh: P. falciparum Dd2 growth inhibition | activity change, % at 10 µM | SYBR Green, 72 h; hits give low values | AID 1159554 | 94,000 compounds, 2.3% hits; in the data active = activity change below about -80%; inconclusive = no clear call, values can overlap the other calls
The depositor's hits bear a star; u = inconclusive; x = no result given; & = joins results of further samples.

Every second line gives: C diff HTS	KDM4C inh	Tcruzi prolif	Pf Dd2 inh
1. C[C@H]1CN([C@@H](C)CO)C(=O)c2ccccc2-c2ccccc2CO[C@H]1CN(C)Cc1cccc(C(=O)O)c1
 : -1.4	1.3	36.7	20.2
2. CCC(=O)N1CC2(C1)[C@@H](c1ccc(-c3ccccc3)cc1)[C@@H](CO)N2S(C)(=O)=O
 : 0.6	-0.5	x	-12.9
3. CO[C@H]1CN(C)C(=O)c2ccc(NS(C)(=O)=O)cc2OC[C@H](C)N(Cc2ccccc2)C[C@@H]1C
 : 1.7	1.6	x	-39.1
4. Cc1noc(C)c1S(=O)(=O)N(C)C[C@@H]1Oc2ccc(NS(C)(=O)=O)cc2CC(=O)N([C@H](C)CO)C[C@@H]1C
 : -3.0	0.2	-26.6	11.8
5. O=C(C[C@H]1C[C@H]2c3cc(NC(=O)Nc4ccc(F)cc4)ccc3O[C@H]2[C@@H](CO)O1)NCC(F)(F)F
 : -1.2	-2.3	-11.4	3.2
6. O=C1CN(Cc2ccccc2)C[C@@H]2[C@H](c3ccc(-c4ccccc4)cc3)[C@@H](CO)N12
 : -5.8	1.5	x	-13.2
7. O=C(N[C@@H]1CC[C@H](CCn2cc(C3(O)CCCC3)nn2)O[C@H]1CO)C1CCCCC1
 : -1.1	0.3	-46.3	14.5
8. Cc1noc(C)c1NC(=O)N(C)C[C@H]1Oc2ccc(NC(=O)NC3CCCCC3)cc2CC(=O)N([C@H](C)CO)C[C@@H]1C
 : -1.7	-0.7	36.2	5.5
9. CN(C)c1ccc2c(c1)[C@H]1C[C@H](CC(=O)N3CCCCC3)O[C@H](CO)[C@H]1O2
 : -2.3	30.8*	x	12.9
10. CCOC(=O)N(C)C[C@H]1OCc2ccccc2-c2c(n(C)c3ccccc23)C(=O)N([C@H](C)CO)C[C@H]1C
 : x	0.9	-14.8	-18.8

Later entries.
Every second line gives: C diff HTS	KDM4C inh	Tcruzi prolif	Pf Dd2 inh
11. C[C@H](CO)N1C[C@H](C)[C@H](CN(C)C(=O)Nc2cccc3ccccc23)OCCCC[C@H](C)Oc2ccc(NC(=O)Nc3ccc(C(F)(F)F)cc3)cc2C1=O
 : -1.6	-0.5	10.4	-29.4
12. COc1ccc(S(=O)(=O)N(C)C[C@@H]2Oc3ccc(NC(=O)Nc4c(C)noc4C)cc3CC(=O)N([C@H](C)CO)C[C@@H]2C)cc1
 : -4.5	-0.2	15.5	0.1
13. CCNC(=O)C[C@@H]1CC[C@@H]2[C@H](COc3ccc(NS(=O)(=O)c4ccccc4C)cc3C(=O)N2C)O1
 : 4.6	2.4	15.7	1.8
14. CO[C@H]1CN(C)C(=O)c2ccc(NC(=O)Nc3ccccc3)cc2OC[C@H](C)N(C(=O)CN(C)C)C[C@H]1C
 : x	-0.3	-42.7	26.2
15. Cc1noc(C)c1NC(=O)Nc1ccc2c(c1)CC(=O)N([C@H](C)CO)C[C@H](C)[C@H](CN(C)C(=O)Nc1ccc(C(F)(F)F)cc1)O2
 : -8.1	-1.4	61.1	7.6
16. O=C(Cc1ccncc1)Nc1ccc2c(c1)[C@H]1C[C@@H](CC(=O)N3CCOCC3)O[C@@H](CO)[C@H]1O2
 : -0.6	0.7	33.4	14.4
17. CO[C@@H]1CN(C)C(=O)c2cc(NS(=O)(=O)c3ccc(Oc4ccccc4)cc3)ccc2OC[C@H](C)NC[C@H]1C
 : x	-1.1	-71.5	-15.8
18. CNC[C@H]1Oc2c(NC(=O)C3CCCCC3)cccc2C(=O)N([C@@H](C)CO)C[C@@H]1C
 : 0.8	0.1	-46.1	-9.6
19. O=C(C[C@H]1CC[C@H](NC(=O)CCN2CCCCC2)[C@@H](CO)O1)NCc1ccc(Cl)c(Cl)c1
 : x	1.2	1.5	1.3
20. C[C@H](CO)N1C[C@H](C)[C@@H](CN(C)C(=O)Nc2ccc3c(c2)OCO3)Oc2ccc(NC(=O)C3CC3)cc2CC1=O
 : 3.6	1.6	3.8	4.7

Other entries.
Every second line gives: C diff HTS	KDM4C inh	Tcruzi prolif	Pf Dd2 inh
21. CC(=O)N[C@@H]1C[C@@H]2O[C@@H](CO)CC[C@@H]2O[C@@H]1CCc1ccc(C#CC2(O)CCCC2)cc1
 : 7.4	x	x	-14.1
22. O=C(Nc1ccccc1F)N1CC(=O)N2[C@H](CO)[C@@H](c3ccc(-c4cccnc4)cc3)[C@@H]2C1
 : -8.1	-0.7	x	-12.3
23. COc1ccc(NC(=O)Nc2cccc3c2O[C@H](CN(C)Cc2ccc(-c4ccccc4)cc2)[C@H](C)CN([C@@H](C)CO)C3=O)cc1
 : 23.4	-2.7	90.5	-41.9
24. COCC#Cc1ccc2c(c1)O[C@H](CN(C)S(=O)(=O)c1cccc(F)c1)[C@@H](C)CN([C@@H](C)CO)S2(=O)=O
 : -2.7	-2.1	81.5	-78.3
25. CCCN1C[C@H](C)[C@H](OC)CN(C)C(=O)c2ccc(NC(=O)c3ccccc3)cc2OC[C@H]1C
 : x	1.4	-39.3	-43.2
26. O=C(C[C@@H]1C[C@@H]2c3cc(NC(=O)NC4CCCC4)ccc3O[C@@H]2[C@@H](CO)O1)NCCN1CCCCC1
 : 1.3	0.6	12.4	16.6
27. CCCNC(=O)N1C[C@@H]2[C@H](c3ccccc31)[C@@H](CO)N2CC1CCCCC1
 : -0.7	-0.6	25.2	-23.1
28. C[C@@H]1CCCCO[C@@H](CN(C)C(=O)C2CCCCC2)[C@@H](C)CN([C@H](C)CO)C(=O)c2cc(NS(=O)(=O)c3ccc(Cl)cc3)ccc2O1
 : 5.7	0.0	59.4	-5.2
29. CCC(=O)N1[C@H](CO)[C@H](c2ccc(-c3ccc(F)cc3)cc2)C12CN(C(C)=O)C2
 : -11.7	-1.0	x	-24.5
30. COc1cccc(NC(=O)N2C[C@H](O)COC[C@@H]3O[C@@H](CC(=O)NC4CCCC4)CC[C@H]32)c1
 : x	-1.3	11.8	4.2

(continued)
Every second line gives: C diff HTS	KDM4C inh	Tcruzi prolif	Pf Dd2 inh
31. COc1ccc(NC(=O)Nc2ccc3c(c2)CC(=O)N([C@@H](C)CO)C[C@H](C)[C@@H](CN(C)Cc2ccc(C(=O)O)cc2)O3)cc1
 : -2.8	-0.2	-17.8	-0.1
32. COCC(=O)N(C)C[C@@H]1[C@@H](c2ccccc2)[C@H](CO)N1C(=O)NC(C)C
 : 2.1	-2.8	93.8	10.5
33. CNC[C@@H]1Oc2ccc(NC(=O)NC(C)C)cc2C(=O)N([C@H](C)CO)C[C@@H]1C
 : 3.0	-3.2	74.6	7.3
34. C[C@@H]1CN([C@H](C)CO)S(=O)(=O)c2ccc(C#CC3CC3)cc2O[C@H]1CN(C)C(=O)C1CCC1
 : -6.0	-2.3	94.3	-43.7
35. Cc1cccc(S(=O)(=O)N2CC[C@@H]3[C@H]2c2cc(C4=CCCCC4)ccc2N[C@@H]3CO)c1
 : -15.6	1.4	3.7	-36.3
36. O=C(C[C@H]1CC[C@H]2[C@@H](COC[C@@H](O)CN2Cc2cc(F)ccc2F)O1)NCc1ccc(Oc2ccccc2)cc1
 : 25.4&22.7	-0.8	x	-23.9
37. C[C@@H]1CN([C@H](C)CO)C(=O)Cc2cc(NC(=O)CCCCCC(=O)Nc3ccccc3N)ccc2O[C@@H]1CN(C)C
 : 0.9	0.2	x	24.4
38. COc1ccc(S(=O)(=O)Nc2cccc3c2O[C@@H](CN(C)S(=O)(=O)c2ccc(OC)cc2)[C@@H](C)CN([C@@H](C)CO)C3=O)cc1
 : -4.9	0.2	x	3.8
39. C[C@@H]1CN([C@@H](C)CO)C(=O)c2cc(NC(=O)Cn3cnnn3)ccc2O[C@@H]1CN(C)Cc1ccncc1
 : 0.5	0.5	16.6	11.3
40. C[C@H](O)C#Cc1ccc2c(c1)O[C@H](CN(C)C(=O)C1CCC1)[C@@H](C)CN([C@@H](C)CO)S2(=O)=O
 : 0.4	0.4	24.0	-32.9

(continued)
Every second line gives: C diff HTS	KDM4C inh	Tcruzi prolif	Pf Dd2 inh
41. O=C(CC1CC1)N1CC2(C1)[C@H](c1ccccc1)[C@H](CO)N2CC1CCOCC1
 : 6.8	-0.7	x	-34.5
42. COc1ccc(S(=O)(=O)N(C)C[C@@H]2Oc3ccc(NC(=O)Nc4ccc(C(F)(F)F)cc4)cc3CC(=O)N([C@@H](C)CO)C[C@H]2C)cc1
 : 4.6	-1.3	47.5	4.5
43. CO[C@@H]1CN(C)C(=O)c2ccc(NS(=O)(=O)c3cccc(Cl)c3)cc2OC[C@@H](C)NC[C@H]1C
 : x	0.9	13.7	-8.8
44. C[C@@H]1CN([C@H](C)CO)C(=O)Cc2cc(NS(=O)(=O)c3cccs3)ccc2O[C@@H]1CN(C)Cc1ccc(C(F)(F)F)cc1
 : -5.2	0.4	60.6	-2.0
45. C[C@@H]1CN([C@H](C)CO)C(=O)c2cccc(NC(=O)C3CC3)c2O[C@H]1CN(C)Cc1ccc(C(=O)Nc2ccccc2N)cc1
 : 9.4	2.4	101.8*	-46.1
46. Cc1ccc(S(=O)(=O)Nc2ccc3c(c2)CC(=O)N([C@H](C)CO)C[C@H](C)[C@H](CN(C)Cc2ccc(C(=O)O)cc2)O3)cc1
 : x	-0.9	18.6	33.3
47. C/C=C/c1ccc([C@@H]2[C@H](CO)N(C(=O)CC)C23CN(S(=O)(=O)CC)C3)cc1
 : -6.4	0.3	x	13.5
48. C[C@H](CO)N1C[C@H](C)[C@@H](CN(C)S(=O)(=O)c2cn(C)cn2)OCCCC[C@H](C)Oc2ccc(NC(=O)CCC(F)(F)F)cc2C1=O
 : -0.1	0.5	23.6	45.3
49. C[C@@H]1CCCCO[C@H](CN(C)C(=O)Cc2ccccc2)[C@H](C)CN([C@H](C)CO)C(=O)c2cc(NC(=O)c3ccccc3)ccc2O1
 : -1.0	11.0	61.3	-64.7
50. COCC(=O)Nc1ccc2c(c1)[C@H]1C[C@H](CC(=O)N[C@@H](C)c3ccccc3)O[C@H](CO)[C@H]1O2
 : -6.9	4.9	58.1	4.9

Part of the list above, as tab-separated lines:
#	Structure	C diff HTS	KDM4C inh	Tcruzi prolif	Pf Dd2 inh
30	COc1cccc(NC(=O)N2C[C@H](O)COC[C@@H]3O[C@@H](CC(=O)NC4CCCC4)CC[C@H]32)c1	x	-1.3	11.8	4.2
31	COc1ccc(NC(=O)Nc2ccc3c(c2)CC(=O)N([C@@H](C)CO)C[C@H](C)[C@@H](CN(C)Cc2ccc(C(=O)O)cc2)O3)cc1	-2.8	-0.2	-17.8	-0.1

Later entries:
Every second line gives: C diff HTS	KDM4C inh	Tcruzi prolif	Pf Dd2 inh
51. CCC(=O)N(C)C[C@@H]1Oc2ncc(/C=C/c3ccccc3)cc2C(=O)N([C@H](C)CO)C[C@@H]1C
 : -2.3	-1.6	16.1	3.7
52. CC(C)NC(=O)Nc1ccc2c(c1)C(=O)N([C@H](C)CO)C[C@H](C)[C@H](CN(C)C(=O)Nc1ccccc1)OCCCC[C@@H](C)O2
 : 1.5	-0.5	36.6	28.4
53. COc1ccc(CN(C)C[C@@H]2OCCCC[C@@H](C)Oc3ccc(NC(=O)Nc4ccccc4)cc3C(=O)N([C@@H](C)CO)C[C@@H]2C)cc1
 : 1.4	-0.7	82.2	-31.2
54. CCC(=O)N(C)C[C@@H]1Oc2ncc(C#CCC3CCCC3)cc2C(=O)N([C@@H](C)CO)C[C@H]1C
 : -0.8	u	-6.7	-7.0
55. C[C@@H](NC(=O)C[C@@H]1CC[C@@H](NC(=O)CN2CCOCC2)[C@@H](CO)O1)c1ccccc1
 : x	-0.3	19.6	15.4
56. Cc1ccccc1-c1ccc([C@@H]2[C@H](CO)N3CCCCN(C(=O)CN4CCOCC4)C[C@@H]23)cc1
 : -3.2	1.6	101.0*	-33.9
57. COc1ccc(S(=O)(=O)N2C[C@H](O)COC[C@@H]3O[C@H](CC(=O)N[C@@H]4CCN(Cc5ccccc5)C4)CC[C@H]32)cc1
 : -6.3&-14.6	-1.0	75.8	x
58. C[C@H](CO)N1C[C@H](C)[C@@H](CN(C)C(=O)Cc2ccccc2)Oc2ncc(C#CC3(O)CCCC3)cc2C1=O
 : 2.2	1.9	2.3	1.3
59. CCCC#Cc1ccc([C@H]2[C@@H](CO)N3CCCCN(CC4CCOCC4)C[C@H]23)cc1
 : -3.1	0.4	124.4*	-53.1
60. C[C@@H]1CCCCO[C@H](CN(C)C(=O)CCCN(C)C)[C@H](C)CN([C@@H](C)CO)C(=O)c2cc(NS(=O)(=O)c3ccc(F)cc3)ccc2O1
 : -2.3	0.2	x	13.2
61. COCCNC(=O)C[C@@H]1CC[C@@H]2[C@@H](COc3ccc(NC(=O)Cc4ccccc4)cc3C(=O)N2C)O1
 : -5.9	1.2	-105.9	8.3
62. O=S(=O)(Cc1ccccc1)N1CCCCN2[C@@H](CO)[C@@H](c3ccc(C#Cc4ccccc4)cc3)[C@@H]2C1
 : 38.7	-4.1	-11.6	-53.6
63. COc1ccccc1NC(=O)N[C@H]1CC[C@@H](CC(=O)NCc2ccc(Cl)c(Cl)c2)O[C@H]1CO
 : -4.3	-0.7	-23.2	3.0
